Source: PubChem
TRHR PAM: allosteric enhancers of human TRH receptor; P34981; TRHR cells, fluo-8 calcium fluorescence, EC20 TRH enhancement; enhancement, % at 2 µM; 360,000 tested, 0.66% active; AID 493056; in the data active = enhancement above about 30%; also: 0% is about no effect
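Enhancer read-out: after compound pinning and an initial kinetic agonist-mode read, an EC20 of TRH (10 nM final) was injected and fluo-8 calcium signal (Ex 480/Em 530) followed at 1 s/cycle for 100 cycles in TRHR-expressing cells.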
USP1-UAF1 inh: USP1/UAF1 (human) deubiquitinase inhibition; 390,000 tested, 0.23% active; O94782; Potency, µM (doses to about 57.1 µM), without a hit: top-dose activity change, negative = inhibition, actives largely listed as inhibitors; recombinant USP1/UAF1, Ub-Rhodamine cleavage fluorescence; also: potency is read from the fitted curve at half-maximal effect; % is scaled to controls: 0 for no effect and ±100 for the full control effect; nearly all actives have a fitted effect of over 60% in size; inactives centre near -12
Target sequence (O94782 whole entry, looked up): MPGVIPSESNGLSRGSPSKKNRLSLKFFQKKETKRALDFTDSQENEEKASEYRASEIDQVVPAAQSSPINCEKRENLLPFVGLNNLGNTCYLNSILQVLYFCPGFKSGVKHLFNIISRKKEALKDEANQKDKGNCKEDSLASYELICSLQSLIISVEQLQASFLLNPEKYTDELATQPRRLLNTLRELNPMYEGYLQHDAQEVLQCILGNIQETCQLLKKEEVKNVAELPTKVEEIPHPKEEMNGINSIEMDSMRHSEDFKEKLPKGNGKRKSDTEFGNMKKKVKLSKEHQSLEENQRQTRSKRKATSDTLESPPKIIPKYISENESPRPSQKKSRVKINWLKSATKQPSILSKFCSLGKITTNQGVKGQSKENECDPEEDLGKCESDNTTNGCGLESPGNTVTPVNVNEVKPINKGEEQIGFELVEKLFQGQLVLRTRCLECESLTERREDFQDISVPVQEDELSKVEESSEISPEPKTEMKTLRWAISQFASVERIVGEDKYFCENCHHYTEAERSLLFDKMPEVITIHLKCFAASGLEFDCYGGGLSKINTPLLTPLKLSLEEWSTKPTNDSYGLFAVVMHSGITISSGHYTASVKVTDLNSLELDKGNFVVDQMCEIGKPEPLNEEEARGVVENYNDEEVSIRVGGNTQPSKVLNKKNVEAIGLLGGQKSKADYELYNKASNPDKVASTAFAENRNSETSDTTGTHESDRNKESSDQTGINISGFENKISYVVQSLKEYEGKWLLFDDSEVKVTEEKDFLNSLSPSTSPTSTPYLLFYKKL
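In this screen, compounds sit with the deubiquitinase complex (1nM) for 15 min at room temperature before Ub-Rho is added at 150nM final. Fluorescence rise is then followed for 6 reads every 60 seconds.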
TRHR ag: agonists of human TRH receptor; P34981; TRHR cells, calcium flux fluo-8, FDSS agonist mode; activation, % at 2 µM; 360,000 tested, 0.18% active; AID 493084; in the data active = activation above about 30%; also: 0% is about no effect
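Agonist-mode FDSS calcium read (Ex 480/Em 530, 1 s cycles) in 1536-well TRHR cells with fluo-8 dye, after 10-cycle baseline and 23 nL compound addition; TRH at EC20 (10 nM final) added afterwards for the enhancer phase.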
Pin1 inh: blocks the human prolyl isomerase Pin1; Pin1 FP peptide displacement, HiFluor488, 10 min; 390,000 tested, 0.009% active; AID 504891; Potency, µM (doses to about 115 µM), without a hit: top-dose activity, negative = inhibition, most hits filed as inhibitors; Q13526; active = well fitted inhibition curve with a large enough effect in the polarisation, with a control signal flat, not every such curve was filed as active; inconclusive = small, poorly fitted or top-dose-only effect, or effect the other way, or a change in a side signal; inactive = no such curve, though single readings can be large or run the other way; the % refers to the polarisation; also: potency is read from the fitted curve at half-maximal effect; % is scaled to controls: 0 for no effect and ±100 for the full control effect
Target sequence (Q13526 whole entry, looked up): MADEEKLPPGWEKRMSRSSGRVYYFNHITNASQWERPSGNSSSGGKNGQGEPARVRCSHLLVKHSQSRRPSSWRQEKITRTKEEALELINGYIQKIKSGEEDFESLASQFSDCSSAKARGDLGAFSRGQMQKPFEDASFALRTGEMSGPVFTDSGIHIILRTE
D2 agonist: activates the human D2 dopamine receptor. P14416. HEK293 T-REx D2 cells, calcium flux agonist mode. activation, % at 2 µM. 340,000 tested, 0.53% active. AID 485358;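 active = activation over 3 SD above normal in the single-dose calcium agonist read, cut at about 30% in these data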; also: 0% is about no effect
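Tetracycline-induced HEK293 Trex cells with D2 receptor force-coupled to calcium signaling, plated overnight at 30 C and loaded with no-wash calcium dye. Calcium flux read kinetically for 180 s after compound addition; responses flag agonists.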
D2 antagonist: antagonizes the human D2 dopamine receptor | HEK293 TREx D2 cells, calcium flux, dopamine EC80 | inhibition, % at 10 µM | 340,000 tested, 2% active | AID 485344; in the data active = inhibition above about 30%; also: 0% is about no effect
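Compounds are added to dye-loaded, induced HEK293 T-REx cells coupled to calcium release via D2; after a 3 min kinetic read an EC80 dopamine stimulus is given and fluorescence is recorded for 3 more min.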
TrxR1 inh: blocks rat thioredoxin reductase 1; recombinant rTrxR1, NADPH fluorescence consumption, selenite substrate; 390,000 tested, 1% active; AID 588453; O89049; Potency, µM (highest dose often 114 µM), for the others: at the highest dose activity change, negative = inhibition, actives largely listed as inhibitors; also: potency is read from the fitted curve at half-maximal effect; % is scaled to controls: 0 for no effect and ±100 for the full control effect; nearly all actives have a fitted effect of over 65% in size
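Rat TrxR1 (90 nM in the dispensed reagent) was pre-reduced with 400 uM NADPH for 5 min at room temperature, then incubated with compound for 15 min. After 400 uM selenite was added, NADPH fluorescence (Ex 340/Em 450 nm) was followed for 8 min.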
IDH1 R132H inh: human IDH1 R132H inhibition | O75874 | IDH1-R132H enzyme, NADPH consumption, diaphorase/resazurin fluorescence | Potency, µM (titrated, usually from 76.6 µM), for the others: top-dose activity change, negative = inhibition, actives largely listed as inhibitors | 390,000 tested, 0.093% active; also: potency is read from the fitted curve at half-maximal effect; % is scaled to controls: 0 for no effect and ±100 for the full control effect; nearly all actives have a fitted effect of over 65% in size
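IDH1-R132H (0.5 ug/mL dispensed) in pH 7.5 Tris buffer was preincubated 30 min with compound, then given a substrate mix of 0.016 mM NADPH and 2 mM alpha-KG for 80 min at room temperature; remaining NADPH was read by diaphorase/resazurin fluorescence.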
TrxR1 substrate: rat thioredoxin reductase 1 substrate activity; O89049; purified TrxR1 substrate turnover, NADPH consumption readout; Potency, µM (highest dose often 114 µM), without a hit: at the highest dose activity change, negative = substrate turnover; 390,000 tested, 0.01% active; also: potency is read from the fitted curve at half-maximal effect; % is scaled to controls: 0 for no effect and ±100 for the full control effect; nearly all actives have a fitted effect of over 50% in size
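Rat TrxR1, dispensed at 90 nM, was prereduced with 400 uM NADPH (final) for 5 min at ~22 deg C, then incubated with compound 15 min before 400 uM selenite. A first-read NADPH fluorescence drop versus no-compound background flagged substrates.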
The depositor's hits bear a star; ? = inconclusive; . = no result given; [ ] = dose if it differs, or a comment. Unless noted, calls follow the shape of the dose curve; as a rule, active = well fitted inhibition curve with a large enough effect; inconclusive = small, poorly fitted or top-dose-only effect; inactive = no such curve, though single readings can be large or run the other way.

Value order – TRHR PAM | USP1-UAF1 inh | TRHR ag | Pin1 inh | D2 agonist | D2 antagonist | TrxR1 inh | IDH1 R132H inh | TrxR1 substrate
1) O=C(Nc1ccc(N2C(=O)c3cccc4cccc(c34)C2=O)cc1)c1ccc(N2CCCCC2)c([N+](=O)[O-])c1
    7 | 2% | -0.1 | 4% | -0.8 | 3 | -3% | 2% | -7%
2) O=C1N=c2ccc([N+](=O)[O-])cc2=C1c1sc(=O)[nH]c1O
    1 | -20% | -0.4 | ? | 0.3 | -5 | 9% | 0% | -6%
3) NC(=O)C1CCN(C(=S)NCc2ccc3c(c2)OCO3)CC1
    0 | -8% | 0.4 | -6% | 0.0 | 15 | 7% | -1% | 2%
4) CCc1ccc(C(c2ccccc2)c2c(C)[nH]c3ccccc23)s1 (centres undefined)
    -5 | -20% | 0.1 | -3% | 0.0 | . | 7% | 18% | -4%
5) NS(=O)(=O)c1ccc(CCNC(=O)CSc2nc3ccccc3c(=O)n2CCC(=O)N2CCCCC2)cc1
    10 | -12% | 1.9 | 1% | 0.7 | -1 | 15% | -3% | 2%
6) Cc1cccnc1NC1(C(F)(F)F)N=C(c2ccccc2)NC1=O (centres undefined)
    9 | -17% | 1.1 | -5% | -0.5 | -14 | 2%[57.1 µM] | -1% | 6%[57.1 µM]
7) Nc1nonc1C(=O)OCC(=O)N1CCCCC1
    -6 | -5% | 0.6 | 1% | 0.5 | -5 | 13%[57.1 µM] | 2% | 4%[57.1 µM]
8) CCc1nn(CC(=O)NCCc2ccc(OC)cc2OC)c(=O)c2cc3sccc3n12
    -6 | -6% | 0.2 | -1% | 0.0 | . | 0% | -2% | -2%
9) Cc1ccc(CNC(=O)C2CCN(S(=O)(=O)c3cccs3)CC2)o1
    -3 | -11% | 0.4 | 0% | 1.3 | -10 | 8.9µM* | 1% | 1%
10) CC(C)(C)NS(=O)(=O)c1cnc(Cl)c(Cl)c1
    -5 | -26% | -0.4 | -7% | -0.6 | 13 | 6% | 7% | 0%
11) Cc1cc(O)cc(O)c1C(=O)Cc1cscn1
    7 | -9% | 0.3 | -1% | 0.7 | 7 | 0%[57.1 µM] | 12% | 5%[57.1 µM]
12) Cc1ccccc1CN1C(=O)c2ccccc2Sc2ccc(C(=O)NCCc3ccccc3)cc21
    2 | -15% | 0.9 | 47%[activator] | -0.4 | . | 15%[57.1 µM] | 17% | -5%[57.1 µM]
13) CC1(C)CC(NS(=O)(=O)c2ccc3ccccc3c2)CC(C)(C)N1
    1 | 4% | 0.0 | -2% | -0.7 | 6 | -4% | 17% | -6%
14) C#CCOCCOCCOCCNc1nc(N2CCN(C(=O)CCCCCCCCCCNC(=O)Cn3cc(C[C@@H](C)O)nn3)CC2)nc(N2CCN(C(=O)CCCCCCCCCCNC(=O)[C@H](CO)n3cc(CCCSC)nn3)CC2)n1
    -2 | ? | 2.0 | 18% | 0.0 | 2 | 35% | 4% | 11%
15) Cc1cccc(N2CCN(C(=O)CN3C(=O)NC4(CCCCCC4)C3=O)CC2)c1C
    2 | -25% | -0.4 | 11% | -0.9 | 1 | 11%[57.1 µM] | -3% | 4%[57.1 µM]
16) O=C(O)c1cc(-n2cccc2)ccc1N1CCOCC1
    1 | -4% | 0.3 | 3% | . | . | -9%[57.1 µM] | 2% | 1%[57.1 µM]
17) COc1ccc(CC(=O)NCc2nnc(SCC(=O)Nc3ccc(OC)cc3)n2C)cc1
    3 | -18% | 0.2 | 5% | 0.7 | 4 | 24% | 2% | -1%
18) O=C(O)CSCC(=O)N1CCCN(c2nccc(C(F)(F)F)n2)CC1
    -8 | -29% | 1.1 | -6% | 0.1 | 8 | 17% | -3% | 6%
19) CCN(CC)c1ccc(C(=O)NC(=S)Nc2cc(S(=O)(=O)N3CCOCC3)ccc2-n2cncn2)cc1
    -2 | -15% | -0.4 | 1% | -1.1 | 1 | 2%[57.1 µM] | 0% | 2%[57.1 µM]
20) Cc1c(Cl)cccc1NC(=O)C1CCCN(S(C)(=O)=O)C1 (centres undefined)
    0 | -22% | -0.2 | 2% | -0.2 | -10 | 19%[11.4 µM] | -2% | 3%
21) COc1ccccc1/C=C/C1(C(=O)NC2CCCC2)CC(=O)N1c1ccc(C)cc1 (centres undefined)
    -3 | -14% | 0.1 | -5% | -0.2 | -6 | -3% | 6% | -10%
22) COCCCNc1nc(N)c([N+](=O)[O-])c(Nc2cc(OC)ccc2OC)n1
    18 | 6% | 0.0 | 1% | 3.5 | -6 | 19%[57.1 µM] | 5% | -3%
23) Nc1cc(C(F)(F)F)ccc1C(=O)O
    3 | . | 0.6 | . | 0.3 | 5 | . | . | .
24) CCCc1c(C)nc(N2CCN(c3ccccc3F)CC2)[nH]c1=O
    14 | -8% | 0.3 | 6% | 1.8 | 0 | 30% | 1% | 3%
25) O=C(CCC(=O)c1ccccc1)Nc1ccc(F)c(Cl)c1
    0 | -26% | 0.1 | ? | 0.2 | . | -1%[57.1 µM] | 14% | -11%[57.1 µM]
26) CCOC(=O)/C(C#N)=C/c1cc(C)n(-c2ccc(Br)cc2)c1C
    6 | . | 0.1 | . | 0.1 | -1 | . | . | .
27) CCN(CC)S(=O)(=O)c1ccc(N2CCOCC2)c(NS(=O)(=O)c2ccc(OC)cc2)c1
    6 | -20% | 0.3 | -6% | -0.3 | -7 | 32% | -5% | 6%
28) CC(=O)NC(CC(=O)Nc1ccc(S(=O)(=O)NC2=NCCCCC2)cc1)c1ccccc1 (centres undefined)
    -3 | -11% | 0.2 | 2% | 0.0 | 9 | 18% | 10% | -2%
29) CCCOC(=O)c1ccc(OCC(O)CN2CCN(C(=O)c3ccccc3)CC2)cc1 (centres undefined)
    26 | -8% | -0.2 | -3% | -1.0 | -11 | 18%[57.1 µM] | 3% | 7%[57.1 µM]
30) CN1CCC[C@H]1CCNc1ccc2c(=O)c3ccccc3n(C)c2c1
    . | ? | . | ? | . | . | -2% | 2%[38.3 µM] | 249%[activator]
31) CCOCCCNC(=O)C(NC(=O)CC1NC(=O)NC1=O)c1ccc(Cl)cc1 (centres undefined)
    -2 | -11% | 0.5 | 3% | 0.1 | -8 | 1% | 0% | -4%
32) CC12CC3CC(C)(C1)CC(C(=O)NC(=S)N1CCOCC1)(C3)C2
    -2 | -13% | 0.8 | -3% | -0.3 | 20 | 3% | 10% | -7%
33) CC(Nc1ccc2c(c1)OCCO2)C(=O)N1CCc2ccccc21 (centres undefined)
    3 | -22% | -0.1 | 2% | 0.3 | -3 | 10%[57.1 µM] | -1% | 5%[57.1 µM]
34) Cc1ccc(C)c(S(=O)(=O)NNC(=O)Nc2ccccc2Cl)c1
    0 | -21% | -0.7 | -9% | -0.3 | -21 | 27% | 12% | 8%
35) COc1ccc(NC(=O)COc2coc(CN3c4ccccc4CC3C)cc2=O)cc1 (centres undefined)
    0 | -14% | 0.0 | 16% | -0.6 | -2 | -3% | 6% | 1%
36) O=C(NCCCN1CCOCC1)c1cccc(S(=O)(=O)NCc2ccccc2)c1
    -1 | -22% | -0.2 | -1% | 0.1 | -2 | 6% | 1% | -1%
37) COc1ccc(S(=O)(=O)n2c([N+](=O)[O-])cnc2C)c(C)c1C
    1 | -13% | 0.9 | -11% | . | . | 20% | 14% | -1%
38) Cc1cccc(NC(=O)c2ccc(F)c(S(=O)(=O)N3CCN(c4ccc(F)cc4)CC3)c2)c1
    -7 | -10% | 0.5 | 20% | -0.1 | . | 22%[57.1 µM] | -7% | 1%[57.1 µM]
39) CCOC(=O)N1CCN(c2ccc(C(=O)c3cccc(F)c3)cc2)CC1
    -2 | -3% | 0.2 | 3% | -0.1 | -2 | 1% | -1% | -5%
40) CCN(CC)c1ccc(C(=O)NNC(=O)CNC(=O)c2ccco2)cc1
    -3 | -21% | 0.0 | -3% | 0.2 | 4 | 5% | 3% | -2%
41) COc1cc(Cl)ccc1OCc1cc(C(=O)N2C[C@]3(C)C[C@H]2CC(C)(C)C3)no1
    -5 | -26% | 1.2 | 4% | 1.0 | -11 | 5% | 10% | -6%

Grouped by structure: the entries above with a Cl atom.
Value order – TRHR PAM | USP1-UAF1 inh | TRHR ag | Pin1 inh | D2 agonist | D2 antagonist | TrxR1 inh | IDH1 R132H inh | TrxR1 substrate
10) CC(C)(C)NS(=O)(=O)c1cnc(Cl)c(Cl)c1
    -5 | -26% | -0.4 | -7% | -0.6 | 13 | 6% | 7% | 0%
20) Cc1c(Cl)cccc1NC(=O)C1CCCN(S(C)(=O)=O)C1 (centres undefined)
    0 | -22% | -0.2 | 2% | -0.2 | -10 | 19%[11.4 µM] | -2% | 3%
25) O=C(CCC(=O)c1ccccc1)Nc1ccc(F)c(Cl)c1
    0 | -26% | 0.1 | ? | 0.2 | . | -1%[57.1 µM] | 14% | -11%[57.1 µM]
31) CCOCCCNC(=O)C(NC(=O)CC1NC(=O)NC1=O)c1ccc(Cl)cc1 (centres undefined)
    -2 | -11% | 0.5 | 3% | 0.1 | -8 | 1% | 0% | -4%
34) Cc1ccc(C)c(S(=O)(=O)NNC(=O)Nc2ccccc2Cl)c1
    0 | -21% | -0.7 | -9% | -0.3 | -21 | 27% | 12% | 8%
41) COc1cc(Cl)ccc1OCc1cc(C(=O)N2C[C@]3(C)C[C@H]2CC(C)(C)C3)no1
    -5 | -26% | 1.2 | 4% | 1.0 | -11 | 5% | 10% | -6%

These rows are one share of the data; count on the stated rates, not on these rows.
